# Shiga toxin inh: inhibitors of Shiga toxin in Vero cells; Vero cells, Shiga toxin protein synthesis inhibition reporter; inhibition, % at 38.7 µM; actives 9.2% (n = 290,000); AID 2315; in the data active = inhibition mostly above about 28%, no sharp cut-off; inactive = mostly below about 43%; also: 0% is about no effect
# FBPA Giardia inh: Giardia lamblia aldolase inhibition | Potency, µM (series often up to 59.6 µM), inactives show at the top dose activity, negative = inhibition, most hits filed as inhibitors | actives 0.71% (n = 290,000) | AID 2451 | A8B2U2 | purified Giardia FBPA; also: potency is read from the fitted curve at half-maximal effect; % is scaled to controls: 0 for no effect and ±100 for the full control effect; nearly all actives have a fitted effect of over 55% in size
# Target sequence (A8B2U2 whole entry, looked up): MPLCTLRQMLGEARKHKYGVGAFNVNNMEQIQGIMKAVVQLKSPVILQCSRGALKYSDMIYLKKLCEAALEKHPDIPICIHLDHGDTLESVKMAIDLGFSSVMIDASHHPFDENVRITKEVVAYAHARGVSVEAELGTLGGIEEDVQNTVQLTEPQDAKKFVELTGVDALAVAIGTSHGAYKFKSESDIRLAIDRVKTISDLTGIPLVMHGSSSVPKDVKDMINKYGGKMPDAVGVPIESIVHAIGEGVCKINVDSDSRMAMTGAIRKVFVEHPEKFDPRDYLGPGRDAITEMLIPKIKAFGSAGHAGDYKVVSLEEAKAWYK
#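 40 nM FBPA preincubated 10 min at RT with compound (up to 57.5 uM final), then substrate plus GAPDH/TPI/NAD/arsenate coupling and diaphorase/resazurin added. Fluorescence read after 20 min at RT, 525/598 nm.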
# AmpC inh no detg: AmpC beta-lactamase inhibition without detergent | AmpC nitrocefin hydrolysis, absorbance 480 nm, 0.0001% Triton | Potency, µM (series often up to 57.1 µM), inactives show at the highest dose activity change, negative = inhibition, hits mostly inhibitors | actives 0.52% (n = 330,000);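 also: potency is read from the fitted curve at half-maximal effect; plate controls were no compound for no effect and no enzyme for full effect; nearly all actives have a fitted effect of over 20% in size; some results filed as inactive show a strong effect at the top dose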
# Target sequence (P00811 whole entry, looked up): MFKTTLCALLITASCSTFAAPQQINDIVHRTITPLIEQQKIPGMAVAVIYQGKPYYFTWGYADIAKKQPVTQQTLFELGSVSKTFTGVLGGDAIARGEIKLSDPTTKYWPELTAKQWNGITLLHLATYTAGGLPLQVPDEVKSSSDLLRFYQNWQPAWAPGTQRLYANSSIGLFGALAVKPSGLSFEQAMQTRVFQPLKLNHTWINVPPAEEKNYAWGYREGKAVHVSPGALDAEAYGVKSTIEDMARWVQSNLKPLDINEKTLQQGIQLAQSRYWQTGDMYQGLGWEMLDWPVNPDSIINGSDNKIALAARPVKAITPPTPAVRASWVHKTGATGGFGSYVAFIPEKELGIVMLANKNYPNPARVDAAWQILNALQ
#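 AmpC (5.3 nM in the dispensed reagent) in 20 mM phosphate pH 7.0 with 0.01% (detergent screen) or 0.0001% Triton X-100 was preincubated with compounds for 15 min at room temperature. Nitrocefin was then added from an 800 uM solution, and hydrolysis was followed at 480 nm.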
# AmpC inh detg: AmpC beta-lactamase inhibition with detergent present. P00811. AmpC hydrolysis of nitrocefin, absorbance 480 nm, 0.01% Triton. Potency, µM (top dose mostly 114 µM), inactives show top-dose activity change, negative = inhibition, actives largely listed as inhibitors. actives 0.041% (n = 370,000);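 also: potency is read from the fitted curve at half-maximal effect; 0% = no-compound wells and -100% = no-enzyme wells; nearly all actives have a fitted effect of over 25% in size; some results filed as inactive show a strong effect at the top dose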
#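 AmpC (5.3 nM in the dispensed reagent) in 20 mM phosphate pH 7.0 with 0.01% (detergent screen) or 0.0001% Triton X-100 was preincubated with compounds for 15 min at room temperature. Nitrocefin was then added from an 800 uM solution, and hydrolysis was followed at 480 nm.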
# AMA1-RON2 inh: AMA1-RON2 (P. falciparum) interaction inhibition. AID 720542. Potency, µM (doses to about 58.2 µM), without a hit: at the highest dose activity change, negative = inhibition, most hits filed as inhibitors. actives 0.2% (n = 360,000). AlphaScreen AMA1-biotinylated RON2 peptide binding;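 also: potency is read from the fitted curve at half-maximal effect; 0% = vehicle wells and -100% = peptide control; nearly all actives have a fitted effect of over 45% in size; some results filed as inactive show a strong effect at the top dose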
#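 AMA1 (3D7) with his tag at 25 nM final met compounds first, then biotinylated RON2 peptide at 25 nM; detection used donor plus acceptor beads, 10 µg/mL apiece, read by AlphaScreen after 30 min at room temperature.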
# HCMV inh: inhibitors of human cytomegalovirus; HFF cells, HCMV-luciferase reporter, 72 h; active compounds read low; actives 4.5% (n = 410,000); activity change, negative = inhibition, % at 57.5 µM; in the data active = activity change below about -60%; inconclusive = no clear call, values can overlap the other calls; inactive = above about -39%; also: % is scaled to controls: 0 for no effect and ±100 for the full control effect
#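 Two compound doses tested in HFFs infected with HCMV-luciferase, MOI 1 PFU/cell, 72 h at 37C. Lysate luminescence read with OneGlo; data normalized against buffer-only and 10uM Salinomycin inhibitor controls.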
# Cycloheximide cs: counter-screen for Shiga toxin inhibitors: cycloheximide protein synthesis inhibition | AID 2314 | actives 12% (n = 300,000) | max response, % | cell reporter, cycloheximide protein synthesis inhibition counterscreen; in the data active = max response mostly above about 13%, no sharp cut-off; inactive = mostly below about 14%; also: read at 38.3 µM for the half of the compounds with a filed dose; 0% is about no effect
# Starred values were filed as active, the others as inactive; ? = inconclusive; nt = not tested or not shown; [ ] = remark or other dose. Unless noted, calls follow the shape of the dose curve; as a rule, active = well fitted curve in the direction sought with a large enough effect; inconclusive = small, poorly fitted or top-dose-only effect, or another doubt; inactive = no such curve, though single readings can be large; an effect the other way counts as inactive or inconclusive. The order is random (roughly 16% active in at least one column).
mol,Shiga toxin inh,FBPA Giardia inh,AmpC inh no detg,AmpC inh detg,AMA1-RON2 inh,HCMV inh,Cycloheximide cs
O=C(CN1CCN(Cc2ccccc2F)C1=O)NCc1cccnc1,17,9%,-19%,?,-2%,58,-4
O=C1CCCN1CCCNc1ncnc2c1[nH]c1ccc(Cl)cc12,57,-1%,-4%,-1%,6%,-14,13*
CCOC(=O)CCc1c(C)nc2cc(-c3ccc(F)cc3)[nH]n2c1=O,-17,1%,-14%,?,-2%,-6,-2
O=C(O)c1[nH]c2ccccc2c1-c1ccccc1,-7,5%,-44%,-4%,15%,-10,13
CC(C)(C)OC(=O)NS(=O)(=O)NCc1ccco1,12,2%,nt,nt,nt,nt,6
COc1cccc(C(C(=O)NC(C)(C)C)N(C(=O)CCC(=O)Nc2cc(C)on2)c2ccc3c(c2)OCCO3)c1OC (stereo not given),-3,6%,126%[activator],-13%,-5%,-18,-5
COc1ccccc1N1CCN(Cc2cccc(OC)c2O)CC1,1,-13%,-9%,-14%,-3%,15,0
CC[C@H](C)[C@H](NC(=O)[C@H](Cc1ccc(O)cc1)NC(=O)[C@H](Cc1cnc[nH]1)NC(=O)[C@H](CCCNC(=N)N)NC(=O)[C@H](CC(C)C)NC(=O)[C@H](C)NC(=O)[C@H](CO)NC(=O)[C@H](Cc1ccc(O)cc1)NC(=O)[C@H](Cc1ccc(O)cc1)NC(=O)[C@H](CCCNC(=N)N)NC(=O)[C@H](C)NC(=O)[C@H](CCSC)NC(=O)[C@H](CC(=O)O)NC(=O)[C@H](CCC(=O)O)NC(=O)[C@H](C)NC(=O)[C@@H]1CCCN1C(=O)[C@H](C)NC(=O)[C@H](CC(=O)O)NC(=O)[C@H](CCC(=O)O)NC(=O)CNC(=O)[C@@H]1CCCN1C(=O)[C@H](CC(N)=O)NC(=O)[C@H](CC(=O)O)NC(=O)[C@@H]1CCCN1C(=O)[C@H](CCCCN)NC(=O)[C@H](CO)NC(=O)[C@@H]1CCCN1C(=O)[C@@H](N)Cc1ccc(O)cc1)C(=O)N[C@@H](CC(N)=O)C(=O)N[C@@H](CC(C)C)C(=O)N[C@@H](CC(C)C)C(=O)N[C@H](C(=O)N[C@@H](CCCNC(=N)N)C(=O)N1CCC[C@H]1C(=O)N[C@@H](CCCNC(=N)N)C(=O)N[C@@H](Cc1ccc(O)cc1)C(N)=O)[C@@H](C)O,17,-2%,nt,nt,nt,nt,8
O=C1C2C3C=CC(C3)C2C(=O)N1CNc1ccc(O)cc1 (stereo not given),-16,3.2µM*,-37%,-11%,nt,nt,-3
COc1ccccc1NS(=O)(=O)c1ccc(N2CCOCC2)c(N)c1,nt,nt,-11%,nt,-4%,-3,nt
c1ccc(CCNCC2COc3ccccc3O2)cc1 (stereo not given),28*,5%,-21%,-7%,-2%,-9,19*
Cc1cc(S(=O)(=O)/N=C(\N)c2ccc(C(N)=O)cc2)cc(C)c1F,-6,-8%,-9%,-12%,-1%,3,-2
COc1ccc(C2C(C(=O)NCc3ccccn3)CCC(=O)N2c2cc(OC)c(OC)c(OC)c2)cc1 (stereo not given),94*,5%,-3%,1%,16%,15,40*
Cc1ccc(OCC(=O)NC2CCS(=O)(=O)C2)cc1 (stereo not given),-9,6%,-12%,3%,9%,34,-2
O=C(Oc1ccc2c(c1)OCO2)c1cccs1,40*,2%,-23%,0%,5%,-27,27*
CCC(Cc1ccccc1)NC(=O)CCn1cccc1 (stereo not given),4,0%,-13%,-7%,-6%,11,-6
COc1cc2c(cc1OC)-c1c3c(cc4c1[C@@H](C2)N(C)CC4)OCO3,-24,?,-7%,?,-22%,-76*,-5
O=C(Cn1cnnn1)NCCc1ccc(Cl)cc1Cl,-6,3%,-8%,-6%,3%,-27,-4
CC(CCCC(C)(C)O)NC(=O)c1ccc2oc(CCc3ccccc3)nc2c1 (stereo not given),9,1%,76%[activator],-16%,-5%,1,14*
CCCCn1c(N)c(N(C(=O)CSc2nnnn2-c2ccccc2)C2CCCC2)c(=O)[nH]c1=O,nt,nt,-14%,6%,-2%,-15,nt

# Quoted at random: 3 compounds from above.
mol,Shiga toxin inh,FBPA Giardia inh,AmpC inh no detg,AmpC inh detg,AMA1-RON2 inh,HCMV inh,Cycloheximide cs
CCC(Cc1ccccc1)NC(=O)CCn1cccc1 (stereo not given),4,0%,-13%,-7%,-6%,11,-6
O=C(CN1CCN(Cc2ccccc2F)C1=O)NCc1cccnc1,17,9%,-19%,?,-2%,58,-4
O=C(Oc1ccc2c(c1)OCO2)c1cccs1,40*,2%,-23%,0%,5%,-27,27*

# (list continues)
mol,Shiga toxin inh,FBPA Giardia inh,AmpC inh no detg,AmpC inh detg,AMA1-RON2 inh,HCMV inh,Cycloheximide cs
N#C/C(=C\c1ccc(OCc2ccc(C(=O)O)cc2)cc1)C(=O)NCc1ccccc1,nt,0%,-34%,-13%,-1%,28,-2
Cc1ccc(C)c(S(=O)(=O)N2CCN(C(=O)c3cccnc3)CC2)c1,-9,-14%,-8%,6%,0%,-25,-4
CC1CN(CCc2ccccc2)c2nc3c(c(=O)n(CC(N)=O)c(=O)n3C)n2C1 (stereo not given),-7,2%,49%,4%,0%,13,-1
CN(CC(=O)N1CCN(c2ccccc2)CC1)C1CCCc2ccccc21 (stereo not given),11,-1%,96%[activator],-9%,-14%,11,-1
CCNC(=O)C1CC(=O)N(CCCc2ccccc2)C(=Nc2ccccc2)S1 (stereo not given),16,-6%,30%,5%,-10%,20,-3
Cc1ccc(OCC(=O)NNC(=O)c2ccc(-n3cncn3)c([N+](=O)[O-])c2)cc1,nt,nt,-3%,1%,97%[activator],-3,nt
C/C(=N\S(=O)(=O)c1ccc(C)cc1)NC(=S)Nc1ccc(C)cc1,118*,?,-24%,-1%,-4%,12,40*
CC(C)Sc1ncc(S(=O)(=O)c2ccccc2)c(=O)[nH]1,-4,10%,-42%,?,6%,-25,-3
CCOP1(=O)OCC2OC(n3cnc4c(N)ncnc43)C(O)C2O1 (stereo not given),-6,4%,3%,1%,13%,-17,1
O=C(NN1C(=O)C2C(C1=O)C1C=CC2C12CC2)c1ccc(Cl)cc1 (stereo not given),-5,3%,-11%,5%,-3%,22,1
CCOc1ccc(CN(C)CC(=O)NCc2ccccc2Cl)cc1,36*,13%,-23%[11.4 µM],-5%,-13%,164,12
CC(=O)Nc1ccc(-c2nc3cc(Cl)ccc3o2)cc1,109*,-2%,-20%,0%,39%[activator],79,52*
O=C(C1CC(=O)N(c2ccccc2F)C1)N1CCOCC1 (stereo not given),nt,nt,-29%,nt,5%,13,nt
CCc1cc(C(=O)c2ccc(OC)cc2)c(NC(=O)CN2CCN(C)CC2)s1,-6,5%,47%,-2%,25%,77,-2
CC(=O)c1cccc(CN2CCC(CO)(Cc3ccccc3)CC2)c1,-1,2%,5%,-3%,0%,-12,-1
COc1ccc(-c2nnc(SCC(=O)N3CCCCC3)o2)cc1OC,8,5%,-16%,?,15%,10,-1
Cc1ccccc1NC(=O)C1CCCN(S(=O)(=O)c2c(C)noc2C)C1 (stereo not given),-18,-4%,-20%,-2%,-16%,72,-5
COCCNc1nc(-c2cc(-c3ccc(Cl)cc3)on2)cc(C(C)C)n1,-6,2%,61%[activator],-5%,5%,?,-3
NC(=O)COC(=O)c1ccccc1OCc1ccc(Cl)cc1,-10,-6%,-15%,?,3%,30,3
COC(=O)CSc1nnc(CNS(=O)(=O)c2ccc(C)cc2)n1C,-8,-7%,-5%,?,-3%,-10,5
COc1ccc(C2CC(=O)OC3=C2C(=O)CC(C)(C)C3)c(OC)c1 (stereo not given),-9,0%,-14%,?,-2%,-16,-4
CCOc1ccc(CC(=O)N/N=C/c2sccc2C)cc1,5,-2%,-14%,2%,1%,5,5
O=C(N/N=C/c1cccc([N+](=O)[O-])c1)c1c[nH]c2ccccc12,79*,-14%,-43%,3%,-12%,41,34*
c1ccc(-n2cnc3cc(NCc4ccccn4)ccc32)cc1,82*,-25%,-5%,?,?,?,59*
Cc1nn(-c2ccccc2)c(N2CCCCC2)c1/C=N/NC(=O)c1ccncc1,24,1%,134%[activator],-10%,18%,1,0
Cn1c(CCN2CCCCC2)nc2cc(NS(=O)(=O)c3ccc(Cl)cc3)ccc21,-4,16%,95%[activator],-1%,-5%,-33,7
COc1ccc(-c2cn3cccnc3n2)cc1NC(=O)c1ccc(Br)o1,5,-16%,113%[activator],1%,-10%,-21,12
Cc1cc(C)cc(CC(CC(=O)Nc2ccc(Cl)cc2)C(=O)O)c1 (stereo not given),10,11%,-31%,5%,-6%,-19,-4
Cc1ccc(-c2c[n+](CC(=O)Nc3cc(=O)n(C)c(=O)n3C)c3n2CCC3)cc1,-30,0%,-40%,-22%,-7%,-68*,1
CCn1c(N)c(C(=O)NCC2CCCO2)sc1=S (stereo not given),19,-6%,-11%,4%,-4%,13,12
CCC/C=N/NC(=O)C1COc2ccccc2O1 (stereo not given),-12,0%,-36%,7%,28%,?,-4
COc1ccc(CCNC(=O)CCc2ccsc2)cc1OC,-7,-1%,1%,-6%,-8%,-18,-2
O=C(NNC(=O)c1sccc1-n1cccc1)c1cccs1,-6,-3%,-36%,5%,30%,-21,-6
CCOc1ccc(-c2nnc(SCC(=O)Nc3ccc4c(c3)c3ccccc3n4CC)n2N)cc1,17,-8%,-26%,-3%,?,-61*,3
CC1=NC(C(F)(F)F)(C(F)(F)F)C2=C(CC(C)(C)CC2=O)N1Cc1ccco1,-8,0%,33%,-11%,0%,-6,-5
COc1cccc(C2C(C(=O)c3cccs3)=C(O)C(=O)N2c2cc(C)on2)c1 (stereo not given),24,-28%,-17%,-15%,0%,-21,-4
O=C1C=C(Nc2ccc(Cl)cc2)CC(c2ccc(Cl)cc2)C1 (stereo not given),75,4%,-32%,-7%,-3%,?,36
Cc1nnc(SCc2nc3ccccc3s2)n1-c1ccccc1,87*,-1%,-7%,?,-12%,63,30*
COc1ccc(NC(=O)CSc2nc(O)cc(=O)n2-c2ccc(OC)cc2)cc1,11,2%,-25%,-7%,-2%,3,12
CCn1c(/N=C/c2ccccc2NS(=O)(=O)c2ccc(C)cc2)nc2ccccc21,-11,?,-26%,7%,28%,nt,-6
CCn1c(C)c(C)c2cc(C(=O)NCCCN3CCCCCC3)ccc21,-11,nt,125%[activator],-1%,-8%,15,-2
